Sm TGR block: inhibitors of Schistosoma mansoni thioredoxin glutathione reductase; purified TGR, DTNB reduction, TNB absorbance 405 nm; Potency, µM (doses to about 114 µM), inactives show at the highest dose activity change, negative = inhibition, usual class: inhibitors; hit rate 3% among 360,000; also: nearly all actives have a fitted effect of over 60% in size
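TGR 20 nM + NADPH 100 uM (dispensed conc.), cpd preinc 15 min RT; start with NADPH (500 uM addition) then DTNB (15 mM addition). Kinetic TNB absorbance, 405 nm filter. Four-parameter Hill fit across titration.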
HCV inh: blocks hepatitis C virus; Huh7.5.1 HCVcc-Cre infection, luciferase reporter, 44 h; Potency, µM (top dose mostly 41.8 µM), without a hit: at the top dose activity change, negative = inhibition, usual class: inhibitors; AID 651820; hit rate 3.4% among 340,000
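Antiviral activity was scored by luciferase reporter output from cells infected with HCVcc-Cre (~0.5 moi) in presence of compound, 44 h infection period, cells seeded 1,000/well 4 h prior.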
Tb PYK inh: T. brucei pyruvate kinase inhibition; Q57TT1; TbPYK enzyme, Kinase-Glo Plus ATP luminescence, 45 min; Potency, µM (doses to about 76.8 µM), for the others: top-dose activity, negative = inhibition, actives largely listed as inhibitors; hit rate 0.12% among 410,000; also: nearly all actives have a fitted effect of over 50% in size
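Glycolytic pyruvate kinase of T. brucei was incubated with substrate, test compound and 130 uM ADP for 45 minutes at room temperature. Luminescent Kinase-Glo Plus signal was measured after 10 minutes.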
LmPK inh: inhibitors of Leishmania mexicana pyruvate kinase | AID 1721 | Potency, µM (doses to about 57.5 µM), for inactives: top-dose activity change, negative = inhibition, most hits filed as inhibitors | Q27686 | purified LmPK, Kinase-Glo ATP luminescence, 1 h | hit rate 0.37% among 290,000
Target sequence (Q27686 whole entry, looked up): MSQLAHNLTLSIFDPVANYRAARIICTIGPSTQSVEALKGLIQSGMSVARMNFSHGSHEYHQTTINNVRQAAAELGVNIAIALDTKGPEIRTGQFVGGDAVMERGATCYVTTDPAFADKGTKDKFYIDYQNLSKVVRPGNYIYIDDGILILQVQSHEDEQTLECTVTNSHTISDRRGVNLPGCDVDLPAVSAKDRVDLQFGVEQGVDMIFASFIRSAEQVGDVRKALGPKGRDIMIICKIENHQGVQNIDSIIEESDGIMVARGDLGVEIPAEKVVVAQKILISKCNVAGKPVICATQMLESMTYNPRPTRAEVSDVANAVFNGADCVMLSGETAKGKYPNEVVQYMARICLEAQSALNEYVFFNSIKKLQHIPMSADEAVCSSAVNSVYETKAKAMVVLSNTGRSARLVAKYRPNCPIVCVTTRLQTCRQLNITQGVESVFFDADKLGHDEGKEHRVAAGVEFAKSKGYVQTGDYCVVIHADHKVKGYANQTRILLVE
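ATP generated from ADP (0.1 mM) and PEP (0.5 mM) by 0.1 nM LmPK over 1 h at room temperature (pH 7.2 imidazole buffer) was detected by coupled luciferase luminescence. Values were normalized to uninhibited and no-enzyme wells.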
Pf growth 48h: inhibits P. falciparum growth in the first generation, 48 h; P. falciparum luciferase growth in erythrocytes, 48 h; Potency, µM (top dose mostly 28.7 µM), without a hit: top-dose activity change, negative = inhibition, most hits filed as inhibitors; AID 504832; hit rate 5.9% among 310,000
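Cell-based growth assay: transgenic P. falciparum expressing firefly luciferase, cultured in red cells within RPMI 1640 containing 0.5% w/v Albumax, 24 mM bicarbonate and gentamycin. A drop in luciferase activity indicates inhibition.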
Pf growth 96h: P. falciparum growth inhibition at 96 hours | P. falciparum luciferase reporter growth, 96 h | Potency, µM (highest dose often 28.7 µM), for inactives: at the highest dose activity change, negative = inhibition, most hits filed as inhibitors | hit rate 6.9% among 320,000
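Parasite growth measured via integrated firefly luciferase reporter in P. falciparum. Infected erythrocytes at 2% hematocrit, 0.05% parasitemia final were treated 96 hours at 37 C under 5% CO2, and luminescence was read.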
* = called active by the depositor; ? = inconclusive; · = not tested or not shown; & = joins results of further samples; [ ] = remark or other dose. Calls follow the shape of the dose curve; as a rule, active = well fitted curve in the direction sought with a large enough effect; inconclusive = small, poorly fitted or top-dose-only effect, or another doubt; inactive = no such curve, though single readings can be large; an effect the other way counts as inactive or inconclusive. % is scaled to controls: 0 for no effect and ±100 for the full control effect; potency is read from the fitted curve at half-maximal effect.

SMILES | Sm TGR block | HCV inh | Tb PYK inh | LmPK inh | Pf growth 48h | Pf growth 96h
Cc1cccc(OCCOC(=O)c2c(-c3ccccc3)noc2C)c1 | 0% | ? | 0% | -14% | ? | -3%
COc1cccc(N2CCN(C(=O)c3cccc(N4C(=O)NC5CC4(C)Oc4c(OC)cccc45)c3)CC2)c1 (configuration not stated) | -14% | -4% | -1% | -13% | ? | -18%
CCOC(=O)C1=C(C)N(CCCCCC(=O)O)C(=O)NC1c1ccccc1Cl (configuration not stated) | -1% | 21% | 2% | 5% | 4% | -30%
Cc1csc(NC(=O)CCCC(=O)O)c1-c1nc2ccccc2s1 | -11% | 21% | -4% | 2% | -2% | -5%
CCOc1ccccc1NC(=O)c1cc(S(=O)(=O)NCc2ccco2)ccc1F | 32µM* | 3% | -14% | 10% | -30% | 51%[activator]
COc1cc(C(C)=O)ccc1Oc1ncnc2c1cnn2-c1cccc(Cl)c1 | -13% | 10% | -10% | -1% | 20% | 56%[activator]
O=C(OCc1nnc(-c2cccs2)o1)c1cccnc1Cl | -3% | 7% | 5% | · | 4% | 19%
CC(C)(C)OC(=O)COc1ccc(/C=N/NC(=O)CN2CCCCC2)cc1 | 3% | 4% | -4% | 1% | 135%[activator] | 57%[activator]
Fc1ccccc1CN1CCCN(C(=S)Nc2cccc(Cl)c2)C1 | 0% | ? | -5% | 11% | 9.3µM* | -29%
COc1ccccc1N(CC(O)CN(c1ccccc1)S(C)(=O)=O)S(=O)(=O)c1ccccc1 (configuration not stated) | -1% | 22%&28% | -2% | 3% | ? | 28%
Cc1ccc(C2=NN(C(=O)CNCCO)C(c3cccs3)C2)cc1 (configuration not stated) | -17% | -29% | -4% | 9% | ? | ?
CCc1cc2c(=O)n3c(nc2s1)-c1[nH]c2ccc(OC)cc2c1CC3 | -13% | 10% | -10% | 1% | 62%[activator] | 2.9µM*
FC(F)Oc1ccc(NC(=S)N2CCN(Cc3ccccc3)CC2)cc1 | 11% | -16% | 4% | 4% | ? | 13%
O=C1CCc2cc(S(=O)(=O)NCCC(=O)NC3CCCCC3)ccc2N1 | 1% | 5% | -1% | 0% | 10% | 60%[activator]
COc1ccc(OC)c(NC(=O)c2nnn(CCc3ccccc3)c2N)c1 | -7% | -5% | -4% | 10% | · | -3%
Cn1c2cc(B(O)O)sc2c2cnn(Cc3ccccc3F)c(=O)c21 | 1% | · | · | · | 10µM* | ?
COc1ccc(C(=O)NC(=S)Nc2ccccc2N2CCCCC2)cc1[N+](=O)[O-] | -7% | 13µM* | 5% | 1% | 0% | ?
CCC(C)n1c(SCC(=O)NCc2ccco2)nnc1-c1cccc(S(=O)(=O)N2CCOCC2)c1 (configuration not stated) | ? | ? | -21% | 7% | · | ?
Cn1c(SCC(=O)NC2CCCCC2)nnc1-c1cc2cc(Cl)ccc2o1 | 3% | -14% | -17% | -1% | · | ·
Cc1cc(N2CCN(C(=O)Nc3ccccc3C#N)CC2)c2ccccc2n1 | -7% | ? | -4% | 1% | ? | 0%
O=[N+]([O-])c1ccc(NCc2ccccc2)nc1 | -5% | 2% | -10% | 1% | 73%[activator] | -5%
CCCN(CCO)Cc1cccc(Oc2ccccc2)c1 | 1% | -5% | -9% | -2% | -6% | ·
COc1cc(/C=N/NC(=O)c2cc(-c3c(C)nn(-c4ccccc4)c3C)n[nH]2)ccc1O | 4% | -26% | -7% | 8% | ? | ?
COc1ccc(Oc2nc3ccccc3nc2C(F)(F)F)cc1 | 4% | 9% | 0% | 0% | -14% | ?
COc1cc(NC(=O)c2ccnn2C)c(OC)cc1Cl | 12% | -5% | -1% | 2% | -4% | 25%
O=C(Nc1cccc2ccccc12)OC1C=CS(=O)(=O)C1 (configuration not stated) | -14% | ? | 9% | 2% | -73% | -49%
COc1ccc(Cl)cc1Nc1nc(NCCO)nc(N2CCCC2)n1 | 6% | ? | -5% | 4% | ? | 35%[activator]
NC(=O)c1ccc[n+]([C@H]2O[C@@H](COP(=O)([O-])OP(=O)(O)OC[C@H]3O[C@@H](n4cnc5c(N)ncnc54)[C@H](O)[C@@H]3O)[C@H](O)[C@@H]2O)c1 | ? | 15% | -9% | · | 0% | 5%
COc1ccc(-c2cn(Cc3ccc(C(N)=O)cc3)c(-c3ccncc3)n2)cc1 | -4% | 1% | -9% | · | 33%[activator] | 92%[activator]
COC(=O)CN1C(=O)[C@H]2[C@@H](C3CC3)N3C(=O)CN(Cc4ccc(-c5ccccc5)cc4)C(=O)[C@@]3(Cc3ccccc3)[C@H]2C1=O | -13% | -12% | 1% | -3% | ? | 41%[activator]
COc1ccc(CNC(=O)[C@@H](C)NC(=O)[C@@H]2Cc3ccccc3CN2)cc1 | 5% | -24% | 0% | 1% | 16% | 23%
CCOC(=O)N/N=C/c1ccc(F)cc1F | 5% | 4% | -4% | -3% | 78%[activator] | 105%[activator]
CC(C)CC(NC(=O)C1CCC(C)CC1)C(=O)NCc1ccccn1 (configuration not stated) | 25% | 2% | -2% | 6% | · | -18%
CC(NC(=O)CC(c1ccccc1)c1cc(Cl)ccc1O)c1ccccc1 (configuration not stated) | -8% | ? | 5% | 0% | ? | -2%
CCOC(=O)c1c(C)c(C(=O)NCCCOC(C)C)c(C)n1C | -4% | -14% | 2% | 2% | 8% | 90%[activator]
S=c1[nH]nc(C2(c3ccccc3)CCCC2)o1 | -4% | 2% | ? | 9% | -7% | -7%
O=C(COC(=O)c1ccc(Cl)c(S(=O)(=O)N2CCCC2)c1)NCc1cccs1 | 7% | 5% | 1% | 0% | ? | ?
Cc1ccc(NC(=O)CSCC(=O)Nc2ccccc2N2CCCCC2)cc1 | 4% | ? | -8% | · | ? | ?
CCN(CC)CCNS(=O)(=O)c1ccc(/C=C/C(=O)O)cc1 | -6% | 4% | 0% | 4% | 8% | 24%
COC(=O)C1=C(C)NC(=O)NC1C1CC=CCC1 (configuration not stated) | 0% | 5% | 0% | -4% | 39%[activator] | 0%
COCCn1c(-c2ccc(Br)cc2)nc2oc3cc(OC)ccc3c(=O)c2c1=O | 26% | -1% | 11% | 1% | 8.3µM* | ?
O=C(COc1ccccc1)Nc1ccncc1Cl | 3% | -4% | 4% | -2% | 48%[activator] | 35%[activator]
CCN(CC)CCCN=C(N)N | 14% | 22% | -9% | -2% | 52%[activator] | 46%[activator]
Nc1c(C(=O)c2cccs2)oc2ccccc12 | 0% | ? | -1% | -1% | 37%[activator] | 39%[activator]
Cc1nc(Cc2nnc(SCC(=O)N(C)c3ccccc3)o2)cs1 | 2% | 6% | 1% | · | 3% | -6%
COc1ccc([C@]23Cc4c(ccc5ccccc45)C(O2)C2=C(CC4(CCCCC4)OC2=O)O3)cc1 | 17%[22.9 µM] | · | · | -7%[11.5 µM] | 10%[5.75 µM] | ?
COc1ccccc1NC(=S)N(c1ccccc1)C(C)C | 9% | -7% | -2% | 5% | 0% | 22%
COc1ccc(NC(=O)CSc2nc(N)c(-c3ccccc3)c(=O)[nH]2)cc1 | -10% | ? | 2% | 5% | · | -10%
N#C/C(=C\c1ccc(OCc2ccc(C(=O)O)cc2)cc1)C(=O)N1CCOCC1 | 4% | 10% | -3% | -2% | 212%[activator] | 215%[activator]
Cc1cc(C)n2c(SCC(=O)N(C)C3CCS(=O)(=O)C3)nnc2n1 (configuration not stated) | -10% | 3% | 0% | 2% | 0% | 32%[activator]
Nc1cc(-c2ccc(Cl)cc2)nn1S(=O)(=O)c1ccc(Cl)cc1 | 5% | ? | -3% | 0% | · | 3.3µM*
Cc1cc(CNC(=O)C2CCC(=O)N(CCc3cccc(F)c3)C2)on1 (configuration not stated) | 20% | 7% | -8% | -5% | -2% | 13µM*
COc1ccc(OC)c(CCNC(=O)CCc2nnc3ccc(N4CCCCC4)nn23)c1 | 6% | -21% | 3% | -4% | -8% | ?
CC(=O)N1c2ccc(S(=O)(=O)NCC3CCC(C(=O)Nc4cc(C)ccn4)CC3)cc2CC1C (configuration not stated) | 6% | ? | 1% | 2% | ? | ?
CCCC(c1c(C)n(C)n(-c2ccccc2)c1=O)c1c(C)n(C)n(-c2ccccc2)c1=O | -6% | 8% | ? | 0% | -15% | ?
COc1ccc2cc3c(nc2c1)OCC3 | ? | 8% | -1% | -3% | 39%[activator] | 0%
CC(OC(=O)c1cccc(O)c1)C(=O)N(C)Cc1ccccc1 (configuration not stated) | 3% | 16% | -4% | · | -2% | 6%
CC(C)C(=O)Nc1cccc(NC(=O)c2cccc(F)c2)c1 | 1% | -1% | 4% | -1% | -4% | 4%
CCN(CC(=O)NC1CCS(=O)(=O)C1)c1ccc([N+](=O)[O-])cc1C#N (configuration not stated) | -13% | -20% | 1% | · | -4% | ?
Cc1ccnc(NCc2ccccc2O)c1 | -6% | 2% | 5% | 4% | -7% | 9%
CN(c1ccccc1)S(=O)(=O)c1cccc(NC(=O)CSc2ncn[nH]2)c1 | -2% | ? | -18% | 0% | 16% | 6%
O=C(COC(=O)[C@H](Cc1ccccc1)NC(=O)c1ccco1)NC(c1ccccc1)c1ccccc1 | -17% | 10% | 0% | 2% | · | ?

Structural class: the compounds so far containing a Cl atom.
SMILES | Sm TGR block | HCV inh | Tb PYK inh | LmPK inh | Pf growth 48h | Pf growth 96h
CCOC(=O)C1=C(C)N(CCCCCC(=O)O)C(=O)NC1c1ccccc1Cl (configuration not stated) | -1% | 21% | 2% | 5% | 4% | -30%
COc1cc(C(C)=O)ccc1Oc1ncnc2c1cnn2-c1cccc(Cl)c1 | -13% | 10% | -10% | -1% | 20% | 56%[activator]
O=C(OCc1nnc(-c2cccs2)o1)c1cccnc1Cl | -3% | 7% | 5% | · | 4% | 19%
Fc1ccccc1CN1CCCN(C(=S)Nc2cccc(Cl)c2)C1 | 0% | ? | -5% | 11% | 9.3µM* | -29%
Cn1c(SCC(=O)NC2CCCCC2)nnc1-c1cc2cc(Cl)ccc2o1 | 3% | -14% | -17% | -1% | · | ·
COc1cc(NC(=O)c2ccnn2C)c(OC)cc1Cl | 12% | -5% | -1% | 2% | -4% | 25%
COc1ccc(Cl)cc1Nc1nc(NCCO)nc(N2CCCC2)n1 | 6% | ? | -5% | 4% | ? | 35%[activator]
CC(NC(=O)CC(c1ccccc1)c1cc(Cl)ccc1O)c1ccccc1 (configuration not stated) | -8% | ? | 5% | 0% | ? | -2%
O=C(COC(=O)c1ccc(Cl)c(S(=O)(=O)N2CCCC2)c1)NCc1cccs1 | 7% | 5% | 1% | 0% | ? | ?
O=C(COc1ccccc1)Nc1ccncc1Cl | 3% | -4% | 4% | -2% | 48%[activator] | 35%[activator]
Nc1cc(-c2ccc(Cl)cc2)nn1S(=O)(=O)c1ccc(Cl)cc1 | 5% | ? | -3% | 0% | · | 3.3µM*

Bioassay records deposited in PubChem BioAssay by National Center for Advancing Translational Sciences (NCATS).
